Screening data as filed in PubChem.
Pf growth 48h: P. falciparum growth inhibition at 48 hours (one generation) | P. falciparum luciferase growth in erythrocytes, 48 h | Potency, µM (doses to about 28.7 µM), for the others: at the highest dose activity change, negative = inhibition, hits mostly inhibitors | 310,000 tested, 5.9% active | AID 504832; note: potency is the fitted concentration of half-maximal effect; % is set by controls: 0 for no effect and ±100 for the full control effect
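Compounds are pin-transferred into medium, infected erythrocytes (2% hematocrit, 0.1% parasitemia final) are added, and plates sit one parasite generation at 37 C in 5% CO2. Detection reagent is then added and luminescence measured.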
Pf growth 96h: P. falciparum growth inhibition at 96 hours; 320,000 tested, 6.9% active; Potency, µM (series often up to 28.7 µM), for inactives: at the top dose activity change, negative = inhibition, actives largely listed as inhibitors; P. falciparum luciferase reporter growth, 96 h; note: potency is the fitted concentration of half-maximal effect; % is set by controls: 0 for no effect and ±100 for the full control effect
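Compounds incubated with erythrocytes infected by luciferase-expressing P. falciparum (2% hematocrit, 0.05% parasitemia final) for 96 hours, 37 C in 5% CO2. Growth inhibition scored as decreased luciferase luminescence.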
TbPYK inhibitor: blocks Trypanosoma brucei pyruvate kinase; 410,000 tested, 0.12% active; TbPYK enzyme, Kinase-Glo Plus ATP luminescence, 45 min; Potency, µM (highest dose often 76.8 µM), without a hit: at the highest dose activity, negative = inhibition, usual class: inhibitors; Q57TT1; AID 624173; note: potency is the fitted concentration of half-maximal effect; % is set by controls: 0 for no effect and ±100 for the full control effect; nearly all actives have a fitted effect of over 50% in size
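Assay buffer: 50 mM TEA pH 7.2, 100 mM KCl, 10 mM MgCl2, 0.05% BSA, 0.01% Tween-20. Pyruvate kinase from T. brucei plus substrate met compound, then ADP (130 uM final). Luminescence was read post 45 min RT.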
Shiga toxin inh: Shiga toxin inhibition; 290,000 tested, 9.2% active; inhibition, % at 38.7 µM; AID 2315; Vero cells, Shiga toxin protein synthesis inhibition reporter; in the data active = inhibition mostly above about 28%, no sharp cut-off; inactive = mostly below about 43%; note: 0% is about no effect
CHX counter: counter-screen for Shiga toxin inhibitors: cycloheximide protein synthesis inhibition; cell reporter, cycloheximide protein synthesis inhibition counterscreen; max response, %; 300,000 tested, 12% active; in the data active = max response mostly above about 13%, no sharp cut-off; inactive = mostly below about 14%; note: read at 38.3 µM for the half of the compounds with a filed dose; 0% is about no effect
LmPK inhibitor: inhibitors of Leishmania mexicana pyruvate kinase. purified LmPK, Kinase-Glo ATP luminescence, 1 h. Potency, µM (titrated, usually from 57.5 µM), for inactives: at the highest dose activity change, negative = inhibition, hits mostly inhibitors. 290,000 tested, 0.37% active; note: potency is the fitted concentration of half-maximal effect; % is set by controls: 0 for no effect and ±100 for the full control effect
Target sequence (Q27686 whole entry, looked up): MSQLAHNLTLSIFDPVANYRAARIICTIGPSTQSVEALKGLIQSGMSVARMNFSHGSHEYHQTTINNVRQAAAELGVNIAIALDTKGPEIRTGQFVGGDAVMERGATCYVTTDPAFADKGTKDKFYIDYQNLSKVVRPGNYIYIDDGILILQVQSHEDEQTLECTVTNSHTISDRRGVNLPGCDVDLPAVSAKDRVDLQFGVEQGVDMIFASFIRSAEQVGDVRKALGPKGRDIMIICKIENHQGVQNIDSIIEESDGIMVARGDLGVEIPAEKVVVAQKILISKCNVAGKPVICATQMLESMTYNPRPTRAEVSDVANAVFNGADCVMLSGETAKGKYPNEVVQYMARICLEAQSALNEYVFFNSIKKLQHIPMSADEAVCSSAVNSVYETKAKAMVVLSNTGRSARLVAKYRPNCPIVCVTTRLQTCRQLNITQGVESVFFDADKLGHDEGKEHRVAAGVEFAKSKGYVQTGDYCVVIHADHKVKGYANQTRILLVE
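qHTS format; LmPK 0.1 nM; substrates PEP 0.5 mM and ADP 0.1 mM. One-hour room-temperature incubation, then coupled luciferase luminescence; 0.5 nM enzyme wells mark activation.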
AMA1 RON2 block: inhibitors of Plasmodium falciparum AMA1-RON2 interaction. Potency, µM (doses to about 58.2 µM), without a hit: at the top dose activity change, negative = inhibition, most hits filed as inhibitors. 360,000 tested, 0.2% active. AID 720542. AlphaScreen AMA1-biotinylated RON2 peptide binding;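 note: potency is the fitted concentration of half-maximal effect; 0% = vehicle wells and -100% = peptide control; nearly all actives have a fitted effect of over 45% in size; some results filed as inactive show a strong effect at the top dose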
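AMA1 (3D7) with his tag at 25 nM final met compounds first, then biotinylated RON2 peptide at 25 nM; detection used donor plus acceptor beads, 10 µg/mL apiece, read by AlphaScreen after 30 min at room temperature.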
Starred values were filed as active, the others as inactive; i = inactive; u = inconclusive; x = not tested or not shown; & = joins results of further samples; [ ] = dose if it differs, or a comment. Unless noted, calls come from the whole dose curve; as a rule, active = well fitted curve in the direction sought with a large enough effect; inconclusive = small, poorly fitted or top-dose-only effect, or another doubt; inactive = no such curve, though single readings can be large; an effect the other way counts as inactive or inconclusive.

Results follow in this order: Pf growth 48h | TbPYK inhibitor | CHX counter | Pf growth 96h | LmPK inhibitor | Shiga toxin inh | AMA1 RON2 block
CN(C)CC1CSCCC1(O)c1ccc(Cl)cc1 (centres undefined)
→ -13% | 2% | -3 | u | -5% | -5 | -17%
O=c1nc2n(c3c1oc1ccccc13)Cc1ccccc1-2
→ 1% | x | 4 | u | -1% | -13 | x
Cc1cccc(NC(=O)CN2C(=S)NC(C)(C)CC2C)c1C (centres undefined)
→ 1% | -1% | 4 | u | -2% | -7 | -13%
COc1ccccc1OCC(=O)NCc1nc(-c2ccccc2)no1
→ -1% | 6% | 3 | 108%[activator] | 1% | -1 | 43%[activator]
Cc1ccc(-n2nnnc2CNC(=O)c2ccc(Br)o2)cc1C
→ 34%[activator] | 1% | -1 | 17% | 2% | -11 | 7%
O=C(Cc1ccc(-n2cccc2)cc1)NC1CCCCC1
→ -7% | 0% | 2 | 44%[activator] | 1% | -25 | -8%
Nc1ccccc1SC1CC(=O)N(c2ccc3c(c2)OCCO3)C1=O (centres undefined)
→ 39%[activator] | -5% | 38* | 50%[activator] | 5% | 69* | -16%
COc1ccc(Cn2nnnc2C(c2ccccc2OC)N2CCC(C(N)=O)CC2)cc1 (centres undefined)
→ -6% | 0% | -4 | u | -10% | -11 | 7%
COC(=O)C(CC(=O)Nc1cc(C)ccc1C)Nc1ccccc1OC (centres undefined)
→ 4% | 11% | -4 | 0% | 3% | -3 | 1%
Cc1ccc(C)c(S(=O)(=O)N2CCN(C(=O)Cc3ccccc3)CC2)c1
→ u | 5% | x | -21% | x | x | 14%
CN(CC(=O)Nc1cccc(F)c1)C(=O)CNC(=O)Cc1cccc2ccccc12
→ -6% | -5% | x | 3% | x | x | 14%
COc1cccc(C2c3[nH]c4ccccc4c3CCN2Cc2cccc(C)n2)c1 (centres undefined)
→ u | 4% | 0 | u | 2% | 8 | -16%
CCC(c1nnnn1Cc1ccco1)N1CCC(C(N)=O)CC1 (centres undefined)
→ 12% | 6% | -5 | 19% | 4% | 1 | -20%
NC(=O)[C@@H]1CCCN1Cc1c(C(=O)N2CCN(C3CCCCC3)CC2)nc2ccccn12
→ 23% | 2% | 1 | u | -8% | -15 | 14%
Nc1nc(SCn2nnc3ccccc3c2=O)n[nH]1
→ 9% | 0% | 7 | 18% | 1% | 16 | -1%
Cn1cccc1-c1cc(C(=O)N/N=C/c2cc(Br)ccc2O)[nH]n1
→ u | 2% | -3 | 10% | -2% | -7 | 93%[activator]
CCN(CC(=O)Nc1ccc(N2CCOCC2)cc1)C(=O)c1ccc(C(F)(F)F)cc1
→ -2% | 1% | -3 | 21% | 2% | -2 | 18%
CSC1=N/C(=C\c2ccc(C)cc2)C(=O)S1
→ -1% | -3% | -4 | 31% | -10% | -4 | 24%
CCSC1=C(C#N)C(c2ccccc2C)CC(=O)N1 (centres undefined)
→ 1% | 3% | -3 | -3% | 1% | -5 | 13%
Cc1cccc(C)c1NC(=O)C(c1cccs1)N(Cc1ccco1)C(=O)Cn1nnc2ccccc21 (centres undefined)
→ 6.6µM* | -16% | -3 | x | 1% | 1 | 13%
Cc1ccc2oc(C(F)(F)C(F)F)cc(=O)c2c1
→ 17% | -3% | -3 | 36%[activator] | -1% | 32 | -16%
O=C(C1=C[C@@H](c2ccc(C(F)(F)F)cc2)C[C@@H](OCc2ccc(CO)cc2)O1)N1CCN(Cc2ccccc2)CC1
→ u | -4% | -2 | u | 11% | 3 | -17%
O=S(=O)(Nc1ccc2nc(-c3ccco3)[nH]c2c1)c1ccccc1
→ 114%[activator] | -17% | 34* | 6% | -2% | 71* | -15%
Cc1csc(NC(=O)CSc2ncnc3c2cnn3-c2ccccc2Cl)n1
→ 0% | 0% | 2 | -2% | 3% | -10 | -13%
Cc1onc(-c2c(Cl)cccc2Cl)c1NC(=O)NN(C)C
→ 66%[activator] | -17% | -2 | 2% | 0% | -15 | 3%
CC(C)C(=O)N(Cc1cc2ccccc2[nH]c1=O)C(C)(C)C
→ -13% | 4% | 5 | u | -1% | -2 | 9%
O=C(Nc1ccccc1)C(c1ccccc1)c1ccccc1
→ -7% | -2% | -4 | -12% | 0% | -10 | 2%
CC(=O)OC1C([N+]2(C)CCCCC2)C[C@H]2C3CC[C@H]4C[C@H](OC(C)=O)C([N+]5(C)CCCCC5)CC4(C)C3CCC12C (some centres undefined)
→ -20% | 3% | x | 15% | x | x | x
COc1cccc(C(=O)N2CCN=C2SC)c1
→ u | 7% | 15 | u | 7% | -4 | 24%
CC(NC(=O)C(=O)NCCC1=CCCCC1)c1ccccc1 (centres undefined)
→ 16% | -5% | 2 | u | 0% | -9 | -10%[2.32 µM]
CCOc1cc(C=C2C(=O)NC(=O)NC2=O)ccc1OS(=O)(=O)c1ccccc1
→ x | u | 2 | -14% | -1% | -16 | 8%
CCOC(=O)c1ccc(-c2cccc(-c3cc(=O)oc4cc(OC)cc(OC)c34)c2)cc1
→ x | -1% | 16 | x | x | i | 0%
CC1(c2ccccc2Cl)NC(=O)N(CC(=O)NCc2ccc3c(c2)OCO3)C1=O (centres undefined)
→ 27% | 2% | -4 | 26% | 3% | 1 | 15%
COc1ccccc1C(CCNCc1ccc(N(C)C)cc1)c1ccc(OC(C)C)cc1 (centres undefined)
→ 8.3µM* | 5% | -10 | 13µM* | 1% | -14 | 8.9µM*
O=C(O)c1ccc(Cl)c(NC(=O)C2CCCN2S(=O)(=O)c2cccc3nsnc23)c1 (centres undefined)
→ -2% | -14% | -2 | 113%[activator] | 2% | -10 | -9%
O=C(Nc1nc(-c2ccccc2)cs1)C1CCCN(S(=O)(=O)c2ccccc2)C1 (centres undefined)
→ x | -1% | 3 | u | 5% | 20 | -16%
COc1ccc(C(=O)N/N=C2/SCC(=O)N2Cc2ccc3c(c2)OCO3)cc1OC
→ 0% | 3% | 2 | 62%[activator] | -8% | 18 | 12%
Cc1onc(-c2ccccc2Cl)c1C(=O)NC(=S)Nc1ccc(C(C)C)cc1
→ 5.2µM* | 6% | 3 | 13µM* | 6% | 36 | 77%[activator]
CCN(CC)C(=O)c1ccc(Nc2nnc(C)c3ccccc23)cc1
→ -14% | -14% | 7 | -23% | u | 18 | 5%
CC(=O)NC1C(OCCOc2ccc(Cl)cc2C)OC(CO)C(O)C1O (centres undefined)
→ 13%[0.00184 µM] | 2% | -5 | u | 0% | -5 | 3%
C=CC(=O)N1C/C=C\C(c2ccc(OC)cc2)N(Cc2ccc(F)cc2)C(=O)C1 (centres undefined)
→ -4% | -4% | 1&1 | 26% | 2% | 2&18 | 3%
COc1ccc(CCNC(=O)CSc2nc3[nH]c(=O)cc(O)c3s2)cc1
→ u | 0% | x | 118%[activator] | x | x | 4%
C(=C\c1nnc2c3ccccc3ncn12)/c1ccccc1
→ 129%[activator] | -10% | 51* | 166%[activator] | -6% | 61* | -12%[2.32 µM]
CCCCc1nnc(NC(=O)Cn2cnc3ccccc3c2=O)s1
→ -11% | -1% | 1 | u | 6% | -12 | -8%
COc1ccc(N(C)S(=O)(=O)c2cccc(C(=O)Nc3nc(C)c(C(C)=O)s3)c2)cc1
→ u | 2% | x | u | x | x | 3%
N#CC(=C=[N-])c1nc2ccccc2nc1-[n+]1cccc(NC(=O)c2ccccc2)c1
→ u | -2% | -1&-2 | 39%&6%[activator] | -23%&-4% | -14&-12 | 0%
O=c1c2ccccc2nc2n1C(CSc1ccc(Br)cc1)CN2 (centres undefined)
→ 6% | 0% | -2 | u | -6% | -11 | -2%
C/C(=N\N1CCCCC1c1cccnc1)c1c(O)n(C2CCCCC2)c(=S)[nH]c1=O (centres undefined)
→ 9.3µM* | -15% | -4 | 3.3µM* | 0% | -7 | 17%
CN1C(=O)C2(C(C#N)=C(N)Oc3c2oc(CO)cc3=O)c2ccccc21 (centres undefined)
→ 10% | -11% | -4 | u | 2% | -19 | 1%
CC(NC(=O)c1cnccn1)c1ccc(S(N)(=O)=O)cc1 (centres undefined)
→ -2% | 2% | 1 | -34% | -14% | -9 | 17%
Cc1cc(NC(=O)CSc2ccc(-c3ccc(Br)cc3)nn2)no1
→ 50%[activator] | -13% | -3 | 10% | -3% | 11 | 27%
Cc1ccc(C(=O)NCC(=O)N(C)Cc2cccc(F)c2)s1
→ u | 3% | x | 0% | x | x | 0%
O=C(CN1C(=O)C2CC=C(Cl)CC2C1=O)NCc1ccccc1 (centres undefined)
→ 15% | -11% | -7 | -25% | 9% | -10 | 7%
CS(=O)(=O)N(CC(=O)Nc1ccccc1Sc1ccccc1)C1CCCCC1
→ x | 7% | 5 | -7% | 1% | 44* | -27%
CCCNC(=O)Nc1nc2ccccc2s1
→ 94%[activator] | 1% | 51* | 132%[activator] | -2% | 87* | -6%
Cc1cc(Nc2ccccc2)n(C(=O)c2ccc(N)cc2)n1
→ 111%[activator] | -1% | 24* | x | 4% | 47* | -5%
Clc1ccc2[nH]c(-c3ccccc3)cc2c1
→ 145%[activator] | 4% | 46* | 211%[activator] | -1% | 70* | -3%
Cc1nc2ccc(NC(=O)N3CCSCC3)cc2nc1C
→ 15% | 1% | -3 | u | -6% | 4 | 25%
CC(C)(C)c1ccc(C(=O)N2CCCCCC2=O)cc1
→ 5.2µM* | 3% | -7 | 6% | 3% | -11 | -1%
CCOC(=O)/C=C/C(=O)N1CCN(C(=O)/C=C/C(=O)OCC)CC1
→ u | -14% | 5 | u | 3% | 18 | 1%

Going on with the list:
Results follow in this order: Pf growth 48h | TbPYK inhibitor | CHX counter | Pf growth 96h | LmPK inhibitor | Shiga toxin inh | AMA1 RON2 block
CC(=O)Nc1ccc(S(=O)(=O)N(C)CC(=O)NC2CCCC(C)C2C)cc1 (centres undefined)
→ u | 0% | x | -25% | x | x | -16%
CC12CCC(=O)N1C(C(=O)Nc1ccc(S(=O)(=O)N3CCCCC3)cc1)CS2 (centres undefined)
→ u | 0% | x | 0% | x | x | -3%
COc1ccc(C/C(N)=N/OC(=O)C(c2ccccc2)c2ccccc2)cc1OC
→ u | 0% | 2 | u | 1% | 8 | 13%
Cn1cnnc1SCC(=O)Nc1ccc2nc(SCc3ccccc3F)sc2c1
→ 126%[activator] | -9% | 50* | x | 5% | 165* | -4%
C=C(C)CNC(=O)CCc1nnc(Cc2cccc(C(F)(F)F)c2)o1
→ 17% | -2% | 44* | -1% | -11% | 123* | -10%
Cc1cc(C)c(S(=O)(=O)Nc2ccc(-c3cn4ccccc4n3)cc2)c(C)c1
→ 15µM* | -13% | 15 | x | -2% | 15 | -25%

Rewritten bar-delimited: part of the list above
molecule | Pf growth 48h | TbPYK inhibitor | CHX counter | Pf growth 96h | LmPK inhibitor | Shiga toxin inh | AMA1 RON2 block
CC(=O)Nc1ccc(S(=O)(=O)N(C)CC(=O)NC2CCCC(C)C2C)cc1 (centres undefined) | u | 0% | x | -25% | x | x | -16%
COc1ccc(C/C(N)=N/OC(=O)C(c2ccccc2)c2ccccc2)cc1OC | u | 0% | 2 | u | 1% | 8 | 13%
